# 14-3-3 Bad inh = disrupts binding of bovine 14-3-3 zeta to phospho-Bad peptide | TR-FRET 14-3-3zeta/Dy647-pBad peptide displacement, 1 h | 0.71% of 220,000 active | inhibition, % at 21.7 µM | AID 781 | P63103;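 active = inhibition above about 70%, limit read from the data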;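 also: 0% = full 14-3-3 plus peptide FRET controls and 100% = background without 14-3-3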
# Target sequence (P63103 whole entry, looked up): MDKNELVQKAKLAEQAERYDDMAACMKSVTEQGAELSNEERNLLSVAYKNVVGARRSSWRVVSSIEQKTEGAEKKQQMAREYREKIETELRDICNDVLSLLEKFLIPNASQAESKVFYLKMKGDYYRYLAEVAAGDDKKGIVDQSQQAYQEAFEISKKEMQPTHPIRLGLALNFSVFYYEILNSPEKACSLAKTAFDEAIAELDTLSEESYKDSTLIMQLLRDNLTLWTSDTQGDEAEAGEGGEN
# thrombin 1536 = thrombin (human) inhibition | alpha-thrombin, Boc-VPR-AMC fluorogenic substrate cleavage | inhibition, % at 5 µM | 0.26% of 220,000 active;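 active = inhibition at or above 40%; inactive = inhibition below 40%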;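 also: 0% = enzyme with no compound and 100% = wells without enzyme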
#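 System – human alpha-thrombin · Medium – pH 7.5 Tris (50 mM) with NaCl 150 mM, Tween 20 0.05% · Compound – single-point dosing at 5 µM, 0.2% DMSO · Incubation – enzyme reaction carried out at room temperature · Technique – fluorescence of released AMC, ex 355 nm, em 460 nm · Read-out basis – % inhibition of thrombin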
# EBV gp42 block = blocks Epstein-Barr virus glycoprotein 42 binding; inhibition, % (tested at 21.74 µM); Fluorescence polarization binding assay, mP read-out; 0.42% of 220,000 active; in the data active = inhibition above about 50%
# Target sequence (Q1HVG2 whole entry, looked up): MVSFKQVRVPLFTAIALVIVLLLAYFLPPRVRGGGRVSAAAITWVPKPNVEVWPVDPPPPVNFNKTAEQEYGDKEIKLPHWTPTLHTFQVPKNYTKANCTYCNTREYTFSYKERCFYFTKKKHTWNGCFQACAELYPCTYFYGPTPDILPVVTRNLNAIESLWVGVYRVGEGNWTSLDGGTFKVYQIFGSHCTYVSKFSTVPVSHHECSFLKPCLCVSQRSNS
# hK5 inh = inhibitors of human kallikrein 5; inhibition, % at 5 µM; 0.59% of 210,000 active; recombinant hK5, fluorogenic AMC substrate cleavage; Q9Y337;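 active = inhibition of 40% or more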;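 also: 0% = enzyme controls without compound and 100% = no-enzyme blanks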
# Target sequence (Q9Y337 67-293 limits assumed): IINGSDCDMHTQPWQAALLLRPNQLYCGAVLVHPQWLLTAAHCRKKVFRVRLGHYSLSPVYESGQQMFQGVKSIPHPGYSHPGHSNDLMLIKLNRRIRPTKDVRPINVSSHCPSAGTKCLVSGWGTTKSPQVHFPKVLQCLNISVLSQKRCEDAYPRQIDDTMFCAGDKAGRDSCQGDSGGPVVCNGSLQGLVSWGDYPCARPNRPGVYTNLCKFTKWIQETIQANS
# Rad51 HR inh = Rad51 (human) homologous recombination inhibition; Q06609; hRad51 DNA strand exchange, fluorescence dequenching; inhibition, % at 10 µM; 0.085% of 200,000 active; AID 1385;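 active = inhibition above 40% at the single screening dose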;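 also: 0% = DMSO control wells and 100% = blanks with heterologous ssDNA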
# Target sequence (Q06609 whole entry, looked up): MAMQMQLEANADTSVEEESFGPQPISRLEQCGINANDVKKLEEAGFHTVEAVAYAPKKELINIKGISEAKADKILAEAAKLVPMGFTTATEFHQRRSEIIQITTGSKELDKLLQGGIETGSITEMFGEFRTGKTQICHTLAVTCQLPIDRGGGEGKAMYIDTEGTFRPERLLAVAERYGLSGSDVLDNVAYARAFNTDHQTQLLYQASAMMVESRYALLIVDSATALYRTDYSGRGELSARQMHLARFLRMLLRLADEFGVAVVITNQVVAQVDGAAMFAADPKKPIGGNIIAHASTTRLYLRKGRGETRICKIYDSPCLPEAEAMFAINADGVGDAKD
#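 Test system: preformed human Rad51 ssDNA filaments; also added: Donor/quencher-labelled 47-bp dsDNA substrate; doses: 10 µM final, single point; times: 37 °C 15-min filament assembly, 30-min compound preincubation, 15-min exchange; detection: FRET fluorescence dequenching, excitation 485 nm, emission 520 nm; read-out basis: Fluorescence-based percent inhibition, control- and blank-normalised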
# Furin inh = human furin inhibition; inhibition, % at 30 µM; P09958; purified furin, fluorogenic substrate cleavage; 0.061% of 220,000 active; in the data active = inhibition above about 25%; also: inactives centre near -15
# KCC2 mod = modulators of human KCC2 chloride dependent transport | KCC2 cells, thallium flux FluoZin-2 fluorescence | 2.2% of 190,000 active | B-score of Tl+ flux slope (higher = more flux/activation; lower = inhibition) at 10 µM;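 active = thallium flux slope and its plate-corrected score both differing from the plate sample mean at a set confidence after two filtering rounds, in either direction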;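 also: slope of fluorescence scaled to starting intensity during 10 to 20 s after thallium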
# eIF4E-4G inh = inhibitors of eIF4E and eIF4G interaction in translation initiation; TR-FRET eIF4E-eIF4GI(517-606) binding, 2 h; AID 782; inhibition, % at 21.7 µM; 0.37% of 220,000 active;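 also: 0% = full FRET control wells and 100% = background wells lacking eIF4GI fragment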
# p47phox inh = p47phox (human) inhibition | P14598 | AID 1274 | p47phox/p22phox peptide binding, fluorescence polarization, 2 h | 0.53% of 220,000 active | inhibition, % at 24.7 µM;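 also: 0% = p47phox with labelled peptide and 100% = labelled peptide alone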
# The depositor's hits bear a star; . = no result given; [ ] = dose if it differs, or a comment.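 The calls were made as follows, unless noted: active = inhibition above about 30% (limit read from the data); inactive = the rest.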
# Values in the order – 14-3-3 Bad inh, thrombin 1536, EBV gp42 block, hK5 inh, Rad51 HR inh, Furin inh, KCC2 mod, eIF4E-4G inh, p47phox inh
COc1ccc(Cc2nnc(SCC(=O)NC3CCCC3)o2)cc1
→ -5, -4, -19, -2, 7, -14[20 µM], 0.7, -3, 3
CC1CC(C)CN(C(=O)Nc2ccccc2F)C1 (stereo not drawn)
→ 0, -14, -11, 0, ., -12, 0.99, 0, -13
Cc1c(/C=N/NC(=O)c2cc(=O)[nH]c(=O)[nH]2)c2ccccn2c1C(=O)c1ccccc1
→ 1, 22, 8, 0, -5, 7[20 µM], -0.093, 9[fluorescence artefact?], -12
Cc1cc(S(=O)(=O)N2CCCOC2CNC(=O)C(=O)NCc2ccco2)ccc1F (stereo not drawn)
→ -12, 2, 7, 21, 8, -15, 0.42, -2, -4
O=C(NNC(=O)C1CC2CCC1C2)c1ccccc1 (stereo not drawn)
→ 3, -3, -19, -8, 8, -27, -0.2, 2, -25
Nc1[nH]nc2nc(N3CCCC3)nc(-c3ccccc3)c12
→ 7, 8, -2, 6, 0, -12, 0.024, 0, -14
O=C(CCN1C(=O)C2C3C=CC(C3)C2C1=O)N1CCN(c2ccccn2)CC1 (stereo not drawn)
→ 1[fluorescence artefact?], 3, 0, 2, -1, -18[20 µM], 0.24, -1, -14
C/C(=N/NC(=S)Nc1cccc(C)c1)c1cccc([N+](=O)[O-])c1
→ -24, 2, -9, -15, -72, -17, 30*, -1, -3
O=C(NCCc1ccccc1)c1ccc(CS(=O)(=O)Cc2ccccc2F)o1
→ 6, 2, 5, -5, -8, -4[20 µM], -1.2, 2, -7
O=C(NCCc1ccccc1)C1CCN(C2CCN(C(=O)CC3=CCCCC3)CC2)CC1
→ -3, -3, -8, ., -29, -25, ., 4, -25
O=C(NC(NC(=S)Nc1ccccc1Cl)C(Cl)(Cl)Cl)c1cccc(Cl)c1 (stereo not drawn)
→ 2[fluorescence artefact?], -5, 3, -9, 8, -31, -0.19, 3, -14
COc1cc(NC(=O)c2cccc(Br)c2)nc(OC)n1
→ -5, -3, -14, 6, 1, -24, 0.39, -1, -10
COC(=O)c1cc(NC2c3ccccc3C(=O)N2Cc2ccco2)cc(C(=O)OC)c1 (stereo not drawn)
→ 8, -1, -2, -3, -4, -22, 0.15, -7[fluorescence artefact?], 7
Cc1nc(NC2CCCC2)sc1C(=O)N(C)C
→ 1, 4, -21, 2, 1, -12[20 µM], -0.31, 5[fluorescence artefact?], -3
CC(=O)Nc1ccc(-c2csc(NC(=O)CCCc3cccs3)n2)cc1
→ 1, -11, -16, -18, 0, -4, 0.033, 0, -7
c1ccc(COc2ccc(CNCc3cccnc3)cc2)cc1
→ 11, -2, 2, 3, -11, 2, -0.1, 3, 0
CCCC(=O)NC(=S)Nc1ccccc1C(F)(F)F
→ -7, 5, -2, -2, 0, -11[20 µM], 1.1, -4, -13
Cc1cccc2sc(NC(=O)c3ccc(OCC4CCCO4)cc3)nc12 (stereo not drawn)
→ -6, -2, -8, 1, -3, -27, -0.22, 0, -34
COc1ccc(-c2ncncc2-c2csc(C)n2)c(O)c1OC
→ -1, -3, -9, 4, 9, -23[20 µM], -0.26, -2, -3
CC(=O)Nc1cccc(-c2cc(-c3c(Cl)cccc3Cl)no2)c1
→ -1, -3, -4, 0, 12, -17, -1.2, -1, -10

# Gathered by group, the entries above containing a halogen (seven)
# Values in the order – 14-3-3 Bad inh, thrombin 1536, EBV gp42 block, hK5 inh, Rad51 HR inh, Furin inh, KCC2 mod, eIF4E-4G inh, p47phox inh
CC1CC(C)CN(C(=O)Nc2ccccc2F)C1 (stereo not drawn)
→ 0, -14, -11, 0, ., -12, 0.99, 0, -13
Cc1cc(S(=O)(=O)N2CCCOC2CNC(=O)C(=O)NCc2ccco2)ccc1F (stereo not drawn)
→ -12, 2, 7, 21, 8, -15, 0.42, -2, -4
O=C(NCCc1ccccc1)c1ccc(CS(=O)(=O)Cc2ccccc2F)o1
→ 6, 2, 5, -5, -8, -4[20 µM], -1.2, 2, -7
O=C(NC(NC(=S)Nc1ccccc1Cl)C(Cl)(Cl)Cl)c1cccc(Cl)c1 (stereo not drawn)
→ 2[fluorescence artefact?], -5, 3, -9, 8, -31, -0.19, 3, -14
COc1cc(NC(=O)c2cccc(Br)c2)nc(OC)n1
→ -5, -3, -14, 6, 1, -24, 0.39, -1, -10
CCCC(=O)NC(=S)Nc1ccccc1C(F)(F)F
→ -7, 5, -2, -2, 0, -11[20 µM], 1.1, -4, -13
CC(=O)Nc1cccc(-c2cc(-c3c(Cl)cccc3Cl)no2)c1
→ -1, -3, -4, 0, 12, -17, -1.2, -1, -10

# Going on with the list:
# Values in the order – 14-3-3 Bad inh, thrombin 1536, EBV gp42 block, hK5 inh, Rad51 HR inh, Furin inh, KCC2 mod, eIF4E-4G inh, p47phox inh
CCc1ccccc1NC(=O)CSc1ccsc1[N+](=O)[O-]
→ -5, -7, 43, -51, -3, -3, 0.54, 8, -2
Cc1onc(-c2ccccc2)c1C(=O)N1CC(C)OC(C)C1 (stereo not drawn)
→ 0, 11, 3, 14, 0, -30, ., -4[fluorescence artefact?], -3
CCCOc1ccc(N2C(=O)CC(N(CCc3ccc(OC)c(OC)c3)C(=S)Nc3ccccc3)C2=O)cc1 (stereo not drawn)
→ 15[fluorescence artefact?], -4, -2, -12, -30, -20, 0.33, 22, 4
CC1(C)CC(=O)C(C=Nc2ccc3cn[nH]c3c2)=C(O)C1
→ 1, -12, -1, -4, -7, 14, ., 5, 4
CCc1nnc(NC(=O)C2=NN(C3CCS(=O)(=O)C3)C(=O)CC2)s1 (stereo not drawn)
→ -9, -13, -9, -6, 15, -16, 0.52, 3, -12
Cc1nc(Nc2cccc(C(C)O)c2)c2nnn(Cc3ccccc3F)c2n1 (stereo not drawn)
→ 0, -3, -1, 5, 4, -12, -1.6, 2, -1
CCS(=O)(=O)Nc1cccc(-c2cc(-c3ccccc3)c3cc(C)ccc3n2)c1
→ -1, -6, 24, -8, -9, 9, -0.64, 6[fluorescence artefact?], -6
COc1ccccc1NC(=S)NC(=O)C(C)(C)C
→ -4, -1, -8, -1, -9, -18[20 µM], 0.06, 0, -16
Cc1cc2nc(C3CCN(Cc4nnnn4Cc4cccs4)CC3)[nH]c2cc1C
→ -4, 1, -12, -6, 6, -14, -0.17, 4, -1
Cc1ccc(C2=Nc3cccnc3C(c3ccccc3)=NN2)cc1
→ -11, -12, -13, 0, 26, -28, -0.0011, 3, 6
N#CC1=C(N)C(C#N)(C#N)[C@H](c2cccnc2)[C@H]2CN(C(=O)OCc3ccccc3)CC=C12
→ 3[fluorescence artefact?], 2, 4, 6, ., -20, 0.57, 5, -1
Cc1cc(-c2nn(-c3ccccc3F)cc2CN2CCC(C(N)=O)CC2)c(C)s1
→ -2, 1, -14, ., ., -37, 0.054, 3, -12
CCN(C(=O)CSc1nnc(C)n1Cc1ccccc1)C1CCS(=O)(=O)C1 (stereo not drawn)
→ 1, 5, -3, 12, -1, -6, -0.61, 5, 1
O=C(CSc1nnc(-c2ccc(F)cc2)c2ccccc12)NCC1CCCO1 (stereo not drawn)
→ 1, -1, 1, 16, -5, -12, -0.013, 0, -16
CCOc1ccc(S(=O)(=O)NCCCl)cc1
→ 0, -3, -20, 1, 0, -20, 0.052, 3, -10
Cc1cccn(Cc2c(F)cccc2Cl)c1=O
→ -4, 1, -8, -1, 14, -16, 0.052, -7, -2
O=S(=O)(c1ccc(Cl)s1)N1CCc2ccccc2C1
→ 0[fluorescence artefact?], -3, -10, 5, -4, -9[20 µM], 0.18, -7, -5
COc1cccc(C(=O)Nc2c(C)n[nH]c2C)c1
→ -8, 0, 2, -11, 1, -15[20 µM], -0.11, -7, -4
O=C(O)c1ccccc1-c1ccccc1C(=O)NCc1ccco1
→ 20, -1, -10, -7, -13, -16[20 µM], -1.1, 0, -12
O=C(CNC(=O)c1ccccc1)OCc1nc2ccccc2s1
→ -1, -5, -5, -7, -13, -35, -0.74, 1, -21
CC(C)[C@H](NC(N)=O)C(=O)Nc1ccc(F)c(Cl)c1
→ 1, 0, -26, 3, ., -25, 0.0027, 4, -6
CCOc1ccc(NC(=O)CN2CCN(CC(=O)Nc3ccc(Cl)c(C(F)(F)F)c3)CC2)cc1
→ -4, 0, -1, 5, 0, -5[20 µM], 0.017, 0, -7
Cc1ccc(Cn2c(SCC(=O)NCC3CCCO3)nc3ccsc3c2=O)cc1 (stereo not drawn)
→ -4, -8, 0, 2, 4, -7, -0.57, -2, -11
O=C(O)CNC(=O)CCN1C(=O)c2ccccc2C1=O
→ 8, -2, 12, 2, -1, -18[20 µM], ., 6, 2
CCOC(=O)c1cc(C)sc1NC(=O)C(c1ccccc1)c1ccccc1
→ -3, 2, -19, -2, ., -11, 1.3, 5, -15
COc1ccc(CC(=O)NNC(=O)CSc2nnc(Cc3ccc(OC)cc3)n2-c2ccccc2)cc1
→ 5[fluorescence artefact?], 0, -23, -11, 1, -22, -0.069, -1, -6
O=C(CSCc1ccccc1)Nc1cccc(C(=O)Nc2ccc(C(=O)O)cc2)c1
→ -5, -2, 1, 3, ., -17[20 µM], ., -3, -5
Cc1cccc(OCc2nnc(SCC(=O)Nc3cccc(C(=O)N4CCOCC4)c3)n2C)c1
→ 8, -7, -19, -9, -23, -21, -0.8, 10, -4
CC(C)(C)NC(=O)NC(=O)CN1CCc2ccccc21
→ -2, -9, -7, -8, 8, -9, -0.39, 1, -16
Cc1nc(CS(=O)(=O)c2ccccc2)cc(N2CCN(c3ccccc3F)CC2)n1
→ -5, -10, -16, -9, 3, -17, -0.73, 2, -7
COC(/C=C/Nc1ccc(OC)cc1)=C(C#N)C#N
→ 3, -3, -5, -3, 2, -18[20 µM], ., 3, -7
COc1ccc(-c2nn3c(C4CCCCC4)nnc3s2)cc1OC
→ 0, 5, -17, 9, -1, -23, -1.2, 3[fluorescence artefact?], -8
CCCc1noc(-c2cccc([N+](=O)[O-])c2)n1
→ -9, 0, -12, ., -12, -17, -0.2, 4, -7
O=C1C(Nc2ccc(O)cc2)=C/C(=N/S(=O)(=O)c2cccs2)c2ccccc21
→ -20, -1, 10, -2, ., -23, -0.0091, 4, 31*
CCC(=NCCc1c(C)[nH]c2ccc(OC(F)(F)F)cc12)C1=C(O)CC(c2ccccc2)CC1=O (stereo not drawn)
→ -6, ., -2, -1, 3, -36, -0.14, -2, -8
O=c1c2c(-c3cccs3)csc2ncn1-c1ccc(Br)cc1
→ 0, 1, -16, -20, -2, -8[20 µM], -0.86, 0, -22
CCN(CC)S(=O)(=O)c1cc(NC(=O)c2n[nH]c(=O)c3ccccc23)ccc1C
→ -3, -8, 0, -3, 4, -23, -0.35, -1, 1
CC1(C)OC(=O)C(=NNc2ccccc2C(=O)O)C(=O)O1
→ 4, 1, -12, 2, 1, -6, -0.6, 3, 6
O=S1CC/C(=N\O)c2ccccc21 (stereo not drawn)
→ -9[fluorescence artefact?], 3, -15, -7, 2, -19[20 µM], 1.2, -1, 0
CN(C)S(=O)(=O)c1ccc(C(=O)Nc2ccc(Cl)cc2)cc1
→ 1, -7, -19, -36, -1, -14, ., 1, -12
CC(C)(C)N(CC#CCC1(O)c2ccccc2-c2ccccc21)CCO
→ -4, -8, -21, 1, 5, -28, 0.41, 2, -8
Cc1cccc(C)c1NC(=O)COC(=O)c1cccc2c1C(=O)c1ccccc1C2=O
→ 14, 6, -7, -5, -8, -12, 0.16, 10, -6
Clc1cccc2c1Sc1ccccc1CC2N1CCNCC1 (stereo not drawn)
→ 16[fluorescence artefact?], 0, -8, -7, 15, -8, 2, -15, -17
CC(c1nccs1)N(C)c1nc2nonc2nc1N(C)C (stereo not drawn)
→ -12, -3, 5, 1, -2, -18, -0.12, -2, -2
Cc1ccc(N2C(=O)[C@@H]3C(C(=O)C(c4ccccc4)c4ccccc4)=NN[C@@H]3C2=O)cc1
→ -11, -12, 1, -8, 1, -14, 0.61, -2, -11

# Assay outcomes: PubChem BioAssay, several laboratories
